PLK1 PBD block = inhibitors of human PLK1 polo-box domain binding; P53350; Plk1 PBD binding of FITC phosphopeptide, fluorescence polarization; Potency, µM, without a hit: max response, negative = inhibition, usual class: inhibitors; 360,000 compounds, 2.8% hits; AID 720504; note: potency is the fitted concentration of half-maximal effect; series mostly up to about 57 µM; % is set by controls: 0 for no effect and ±100 for the full control effect; nearly all actives have a fitted effect of over 65% in size
Target sequence (P53350 whole entry, looked up, the tested form may be a part): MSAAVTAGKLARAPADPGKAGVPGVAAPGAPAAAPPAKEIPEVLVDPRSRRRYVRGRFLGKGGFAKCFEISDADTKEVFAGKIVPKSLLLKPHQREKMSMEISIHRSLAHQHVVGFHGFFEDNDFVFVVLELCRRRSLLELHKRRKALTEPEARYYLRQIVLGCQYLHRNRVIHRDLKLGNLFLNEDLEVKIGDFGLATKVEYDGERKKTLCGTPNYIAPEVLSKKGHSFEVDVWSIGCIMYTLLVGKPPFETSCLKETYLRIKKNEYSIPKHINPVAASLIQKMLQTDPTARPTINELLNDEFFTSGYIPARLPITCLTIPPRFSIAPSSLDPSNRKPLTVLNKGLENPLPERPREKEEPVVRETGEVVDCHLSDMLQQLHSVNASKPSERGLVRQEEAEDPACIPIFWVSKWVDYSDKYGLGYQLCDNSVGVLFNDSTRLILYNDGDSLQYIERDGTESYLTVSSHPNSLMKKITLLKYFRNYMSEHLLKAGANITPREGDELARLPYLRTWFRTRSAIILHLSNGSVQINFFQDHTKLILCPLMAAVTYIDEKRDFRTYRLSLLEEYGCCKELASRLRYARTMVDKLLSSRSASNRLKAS
EPAC1 antagonist = EPAC1 (human) antagonism; AID 720709; Potency, µM (highest dose often 115 µM), for the others: at the top dose activity change, negative = inhibition, hits mostly inhibitors; EPAC1 GEF assay, Rap1b-BODIPY-GDP exchange fluorescence; O95398; 360,000 compounds, 0.14% hits;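 note: potency is the fitted concentration of half-maximal effect; plate controls were vehicle for no effect and positive control for full effect; nearly all actives have a fitted effect of over 50% in size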
FUS yeast rescue = FUS proteinopathy suppression in yeast. Potency, µM (titrated, usually from 76.6 µM), for the others: top-dose growth rescue (activation), actives largely listed as activators. S. cerevisiae FUS-expressing, growth rescue, OD600, 24 h. 390,000 compounds, 0.24% hits. AID 1347120;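 note: potency is the fitted concentration of half-maximal effect; plate controls were DMSO vehicle for no effect and reference control for full effect; nearly all actives have a fitted effect of over 55% in size; some results filed as inactive show a strong effect at the top dose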
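Galactose (2%) drives FUS expression in yeast precultured in raffinose; seeding density OD 0.005. Test compounds incubated 24hr at 30C and 99% humidity before absorbance at 600 nm was measured.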
PI5P4K alpha inh = inhibitors of human PI5P4K alpha. P48426. PI5P4Kalpha enzyme, ADP-Glo luminescence, 60 min; stronger effect = lower value. max response, %. 330,000 compounds, 1.2% hits. AID 652105; active = max response of -50% or lower; inconclusive = between -30% and -50%; inactive = -30% or higher; note: value at the top dose of about 77 µM; % is set by controls: 0 for no effect and ±100 for the full control effect
Target sequence (P48426 whole entry, looked up): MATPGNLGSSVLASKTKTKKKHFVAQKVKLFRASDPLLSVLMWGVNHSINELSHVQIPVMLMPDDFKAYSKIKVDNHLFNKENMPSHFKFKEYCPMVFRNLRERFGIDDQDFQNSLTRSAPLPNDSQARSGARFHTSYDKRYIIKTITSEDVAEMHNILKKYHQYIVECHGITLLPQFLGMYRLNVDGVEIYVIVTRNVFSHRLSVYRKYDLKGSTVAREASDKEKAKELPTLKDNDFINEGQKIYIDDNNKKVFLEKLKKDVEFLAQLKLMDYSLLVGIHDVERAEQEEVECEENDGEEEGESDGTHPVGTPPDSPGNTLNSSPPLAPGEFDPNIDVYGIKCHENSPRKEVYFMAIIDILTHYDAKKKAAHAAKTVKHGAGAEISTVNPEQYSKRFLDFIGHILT
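Human PI5P4Kalpha with substrate in 0.038 M HEPES pH 7.4, 0.28 mM EGTA, 0.1% CHAPS, 5% DMSO; reaction started with 5 microM ATP (final), 60 min at room temperature. ADP formed read by ADP-Glo luminescence.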
EPAC1 ag = EPAC1 (human) agonism; EPAC1 agonist qHTS, biochemical assay; response scale: 100% = response to 6.5 mM cAMP; Potency, µM (titrated, usually from 154 µM), for the others: at the highest dose activation, hits mostly activators; 360,000 compounds, 0.073% hits; note: potency is the fitted concentration of half-maximal effect; nearly all actives have a fitted effect of over 60% in size
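EPAC1 100 nM, Rap1B–BODIPY-GDP 250 nM, unlabeled GDP 50 uM; compound titration; 5 min RT; kinetic read ex480/em540 at 5-min intervals ×30 min; data normalized to 6.5 mM cAMP agonist control.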
IL-2 act = activates IL-2 in a cell-based reporter assay | activation, % (series mostly up to about 46 µM) | 360,000 compounds, 0.065% hits | AID 652025 | IL-2 activation reporter assay, cell-based qHTS; stimulated with anti-CD3/CD4/CD28 beads; in transgenic mouse T cells; in the data active = activation above about 50%; inconclusive = mostly about 30% to 49%; note: 0% is about no effect
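EGFP and DsRed fluorescence is measured by plate cytometry in unstimulated transgenic mouse T cells exposed to compound for 60 minutes, then stimulated 18 hours at 37 degrees C with anti-CD3/anti-CD4 beads plus anti-CD28.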
WRN helicase inh = inhibitors of human WRN helicase | 360,000 compounds, 0.46% hits | AID 651768 | Potency, µM (series often up to 114 µM), inactives show at the top dose activity change, negative = inhibition, hits mostly inhibitors | Q14191 | WRN helicase unwinding, fluorescent forked duplex, kinetic; note: potency is the fitted concentration of half-maximal effect; % is set by controls: 0 for no effect and ±100 for the full control effect; nearly all actives have a fitted effect of over 55% in size
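WRN at 20 nM final preincubated with compound 15 min at room temperature; reaction started with 100 nM fluorophore/quencher forked duplex oligonucleotide and 2 mM ATP final. Unwinding followed kinetically by red fluorescence (ex 525, em 598 nm).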
Abeta yeast res = A-beta toxicity reversal in yeast. yeast expressing A-beta42, growth rescue, OD600, 48 h; response scale: 0% DMSO, 100% iron-clioquinol control. Potency, µM (series often up to 46.1 µM), for inactives: at the highest dose growth rescue, hits mostly activators. 410,000 compounds, 0.063% hits. AID 1347071; note: potency is the fitted concentration of half-maximal effect; nearly all actives have a fitted effect of over 55% in size
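Growth rescue measured by 600 nm absorbance after 48 h yeast culture at 30 C with compound. Values normalized between DMSO and an equimolar ferric chloride plus clioquinol control.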
Starred values were filed as active, the others as inactive; ? = inconclusive; . = not tested or not shown; & = joins results of further samples; [ ] = another dose, or the depositor's remark. Unless noted, calls come from the whole dose curve; as a rule, active = well fitted curve in the direction sought with a large enough effect; inconclusive = small, poorly fitted or top-dose-only effect, or another doubt; inactive = no such curve, though single readings can be large; an effect the other way counts as inactive or inconclusive. No enrichment for hits (roughly 4.1% active in at least one column).

SMILES | PLK1 PBD block | EPAC1 antagonist | FUS yeast rescue | PI5P4K alpha inh | EPAC1 ag | IL-2 act | WRN helicase inh | Abeta yeast res
COc1ccc(C2=C(C)CC(C)(C)NC2=O)cc1OC | -1% | -6% | -2% | -2 | -11% | -0.4 | -7% | 6%
CSc1nc2c(c(=O)[nH]1)C(c1ccc(C(F)(F)F)cc1)CC(=O)N2 (stereo not given) | ? | -7% | 6% | -2 | -3% | -0.9 | 8% | 1%
Cc1cccc(C)c1NC(=O)C(c1ccncc1)n1c(=O)c(-c2ccco2)nc2ccccc21 (stereo not given) | -21% | 2% | ? | ? | 12% | 1.0 | -3% | 1%
CC1(C)OC(C(N)=O)C(C(N)=O)O1 (stereo not given) | -4% | -1% | -23% | 1 | 2% | -3.1 | 3% | 27%
CC(=O)C1=C(O)C(=O)N(CCN2CCOCC2)C1c1ccccc1 (stereo not given) | -8% | -3% | -25% | . | 1% | -1.2 | -1%[57.1 µM] | -8%
CCC(C)OC(=O)C(C)Oc1ccc(-c2ccccc2)cc1 (stereo not given) | -4% | -13% | -22% | 19 | 0% | -2.8 | -4% | -5%
CCC(C)(C)NC(=O)/C=C/c1ccc(OC)c(S(=O)(=O)N2CCOCC2)c1 | 1% | 4% | . | 0 | -2% | 1.0 | 0% | 9%
COc1cccc(C(=O)N2c3cc(C)ccc3OCC2C(C)(C)C)c1 (stereo not given) | -23% | -14% | -14% | 7 | 12% | -0.1 | 4% | -13%
CCOc1ccccc1NC(=O)C1CCN(S(C)(=O)=O)CC1 | 2% | 9% | -28% | -4 | -8% | 0.2 | 2% | 2%
CSc1ccccc1C(=O)NCc1ccc2c(c1)OCO2 | -10% | -2% | 13% | . | 7% | 0.5 | 3% | -25%

The list goes on, starting with the last 3 of the part before.
SMILES | PLK1 PBD block | EPAC1 antagonist | FUS yeast rescue | PI5P4K alpha inh | EPAC1 ag | IL-2 act | WRN helicase inh | Abeta yeast res
COc1cccc(C(=O)N2c3cc(C)ccc3OCC2C(C)(C)C)c1 (stereo not given) | -23% | -14% | -14% | 7 | 12% | -0.1 | 4% | -13%
CCOc1ccccc1NC(=O)C1CCN(S(C)(=O)=O)CC1 | 2% | 9% | -28% | -4 | -8% | 0.2 | 2% | 2%
CSc1ccccc1C(=O)NCc1ccc2c(c1)OCO2 | -10% | -2% | 13% | . | 7% | 0.5 | 3% | -25%
Cc1ccc2cc(C#N)c(N3CCCN(C(=S)NCCCN(C)C)CC3)nc2c1 | -5% | -18% | 19% | 2 | -7% | -1.6 | -3%[57.1 µM] | -12%
COc1cc(C2NC(=O)NC(C)=C2C(=O)OCc2ccccc2)ccc1O (stereo not given) | 2% | 4% | . | 8 | -12% | -0.3 | -17% | 13%
CCOc1ccc(C2CC(c3cccc(OC)c3)Nc3nc(N)nn32)cc1 (stereo not given) | -3% | -7% | ? | -2 | 0% | -1.5 | 3% | -3%
COC(=O)c1cc(NC(=O)c2ccc(-c3ccccc3)cc2)ccc1Cl | -3% | -14% | 21% | -4 | 4% | -3.5 | 6% | -7%
COc1ccccc1CNc1ncnc2cc(Cl)ccc12 | -11% | 6% | -33% | 1 | -1% | -4.1 | 6% | -7%
O=C(O)c1cc(-c2cccs2)nn1-c1ccc(F)cc1 | -4% | 0% | 0% | -5 | -6% | 0.7 | 7% | 10%
COc1cc(/C=N/n2cc(-c3ccccc3)[nH]c2=S)cc(OC)c1O | 1% | -6% | -8% | -3 | -14% | 0.5 | 0% | -14%
CCOC(=O)c1cc(-c2ccc3c(c2)OCCO3)nc2c1c(C)nn2CCC#N | -8% | 3% | 16% | -4 | 6% | -0.7 | -1% | 12%
Cc1cc(-c2csc(N)n2)c(C)n1CCC(C)C | -15% | -15% | ? | -64* | -41%[inhibitor] | 0.5 | -23% | 8%
COc1ccc(/C=N/NC(=O)c2ccco2)cc1Cn1nc(C)cc1C | 7% | -5% | . | -11 | 7% | -3.2 | -17% | 2%
C=CCC(NCCCO)c1cccc(OC)c1OC (stereo not given) | -14% | -8% | -9% | -4 | -6% | -2.1 | 8% | 11%
C[C@H](CO)N1C[C@H](C)[C@@H](CN(C)Cc2cccnc2)Oc2cc(-c3cccnc3)ccc2S1(=O)=O | -4% | 3% | -20% | 2 | 17% | -2.1 | 1% | 0%
COc1ccc(/C=C/C(=O)OCC(=O)NCCC2=CCCCC2)cc1S(=O)(=O)N1CCOCC1 | -13% | -3% | 24% | 2 | -3% | -0.5 | -3% | 9%
CC(C)(C)c1ccc(OCCCNCc2ccccc2)cc1 | 3% | -17% | . | 10 | -28% | -1.9 | -1% | -8%
O=C(CN1C(=O)NC2(CCCC2)C1=O)OCCOc1ccc(Cl)cc1Cl | -1% | 4% | 19% | 0 | 3% | -0.9 | -5% | 12%
O=c1cc(CSc2nnnn2-c2ccccc2)nc2scc(-c3ccccc3)n12 | ? | -9% | ? | ? | 1% | -2.3 | -12% | -11%
CCS(=O)(=O)n1nc(-c2ccccc2)nc1SCc1ccccc1 | 1% | 2% | 13% | -9 | 2% | -0.7 | 7% | -4%
O=C(CNC(=O)c1ccc2c(c1)OCCO2)N/N=C/c1ccc(O)cc1O | -9% | -10% | . | -13 | 4% | 1.3 | -12% | 11%
CCC(=O)N(C)CCc1cc2c(c(OC)c1/C=N/NC(=O)c1ccc(Br)cc1)OCO2 | 24µM* | 0% | . | 1 | 2% | 0.8 | -5% | 21%
CCC/C=C/c1ccc(CN2C(C)C(=O)N(Cc3cn(CCC4OCCO4)nn3)CCS2(=O)=O)cc1 (stereo not given) | 2% | 6% | 40% | 2 | -3% | -3.5 | 1% | 0%
CCN(CC(=O)Nc1ccccc1C(F)(F)F)C(=O)C1CC(=O)N(Cc2ccccc2)C1 (stereo not given) | -6% | -4% | 4% | 29 | -10% | -0.6 | -7% | -3%
Cc1ccc(NC(=O)CCS(=O)(=O)c2cccc3nonc23)cc1Cl | -4% | -41% | 5%&7% | -15 | -10% | 0.4 | -8% | -17%&-25%
O=C(Cc1ccccc1)Nc1cccc(-c2nnc(-c3ccco3)o2)c1 | -4% | -4% | -9% | 4 | -2% | -0.8 | 1% | 10%
O=C(c1ccc2c(c1)OCO2)N1CCN(S(=O)(=O)c2ccc(Cl)cc2)CC1 | -4% | -2% | 8% | 6 | -9% | -1.3 | 7% | -7%
Cc1cccc(C)c1Cn1c(C)c(C(=O)NCCC#N)sc1=O | 0% | ? | -8% | -2 | -4% | 1.0 | -6%[57.1 µM] | -1%
Cc1ccc(S(=O)(=O)N(C)C)cc1NC(=S)Nc1ccc2[nH]c(=O)[nH]c2c1 | -23% | -20% | 7% | -9 | -2% | 0.9 | 0% | -18%
CN1C(=O)C(CC(=O)Nc2ccc(F)cc2)N(CCCc2ccccc2)C1=S (stereo not given) | -14% | -22% | 41% | 2 | 3% | -0.3 | -12% | ?
CC(C)c1csc(CN2CCC(N3CCC(C(=O)N4CCOCC4)CC3)CC2)n1 | -17% | -14% | 2% | 0 | 1% | -3.9 | 17% | -12%
CCCOc1cccc(C(=O)N(Cc2ccc(OC)c(OC)c2)C2CCS(=O)(=O)C2)c1 (stereo not given) | -8% | 21% | 22% | . | 4% | -2.0 | 1% | 9%
CCCCCCn1c(SCCN2CCOCC2)nc2c1c(=O)[nH]c(=O)n2C | -17% | 16% | 11% | 4 | -2% | -1.0 | 7% | -5%

Sorted by SMILES length (high to low): 5 of the compounds above.
SMILES | PLK1 PBD block | EPAC1 antagonist | FUS yeast rescue | PI5P4K alpha inh | EPAC1 ag | IL-2 act | WRN helicase inh | Abeta yeast res
CCN(CC(=O)Nc1ccccc1C(F)(F)F)C(=O)C1CC(=O)N(Cc2ccccc2)C1 (stereo not given) | -6% | -4% | 4% | 29 | -10% | -0.6 | -7% | -3%
O=C(c1ccc2c(c1)OCO2)N1CCN(S(=O)(=O)c2ccc(Cl)cc2)CC1 | -4% | -2% | 8% | 6 | -9% | -1.3 | 7% | -7%
CN1C(=O)C(CC(=O)Nc2ccc(F)cc2)N(CCCc2ccccc2)C1=S (stereo not given) | -14% | -22% | 41% | 2 | 3% | -0.3 | -12% | ?
O=C(Cc1ccccc1)Nc1cccc(-c2nnc(-c3ccco3)o2)c1 | -4% | -4% | -9% | 4 | -2% | -0.8 | 1% | 10%
Cc1cccc(C)c1Cn1c(C)c(C(=O)NCCC#N)sc1=O | 0% | ? | -8% | -2 | -4% | 1.0 | -6%[57.1 µM] | -1%

The results go on:
SMILES | PLK1 PBD block | EPAC1 antagonist | FUS yeast rescue | PI5P4K alpha inh | EPAC1 ag | IL-2 act | WRN helicase inh | Abeta yeast res
COc1ccc(C2CC(C(F)(F)F)n3nc(C(=O)NCc4cn(C)nc4C)c(Cl)c3N2)cc1 (stereo not given) | -1% | -2% | 21% | . | 5% | -2.0 | -8% | -2%
CCOc1ccc(CCN2C(=O)C(=O)N([C@@H](Cc3ccccc3)CN3CCC[C@H]3CN3C(=O)C(=O)NC[C@@H]3Cc3ccc(O)cc3)C[C@@H]2Cc2ccc(O)cc2)cc1 | -8% | -9% | ? | -13 | -8% | 0.4 | -2% | -11%
Cc1cc(Cl)cc(Br)c1OCCNCC(C)O (stereo not given) | 3% | 7% | -3% | 19 | -5% | -0.6 | -7% | 14%
CCOc1cc(S(=O)(=O)N2CCCC2)ccc1Cl | 0% | 3% | -10% | . | 1% | -2.0 | 3% | 13%
Fc1ccccc1-c1csc(-c2cccnc2)n1 | -1% | 11% | -7% | 23 | 11% | -1.7 | -6% | -18%
COc1ccc(NC(=O)COc2ccccc2C)cc1S(=O)(=O)N1CCCCC1 | -3% | -13% | 11% | -4 | ? | -1.2 | -8% | -2%
Cc1onc(-c2ccccc2)c1-c1nnc(-c2ccccc2C(F)(F)F)o1 | -18% | 5% | 24% | 21 | 15% | -0.4 | -5% | 19%
Cc1ccc(S(=O)(=O)Nc2cc(=O)[nH]c(SCC(=O)Nc3cccc(C)c3)n2)cc1 | -4% | ? | 2% | -12 | 12% | 1.1 | -24% | 5%
CCCCN1C(=O)C2(OCCCO2)c2cccc(C)c21 | 7% | -16% | 15% | 9 | -5% | -0.8 | 7% | 23%
Cn1c(=S)c2[nH]c(SCCN3CCCC3)nc2n(C)c1=O | -28% | -11% | -30% | -10 | -3% | -0.3 | 2% | -33%[inhibitor]
CC(C)CNC(=S)NC(=O)c1ccccc1Cl | -8% | 5% | 5% | -8 | -4% | -4.5 | 1% | 14%

Source: PubChem
